# Granule exo inh: LAMP-1 surface exposure blockers, TALL-104 cells – cell-based, flow cytometry, MLPCN library, primary screen; TALL-104 LAMP-1 surface exposure; cells stimulated with thapsigargin and PMA; inhibition, % at 10 µM; 0.66% of 360,000 active; AID 651702, 2012;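 active means inhibition above about 55%, limit read from the data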
# ABHD5 PLIN5 PPI: ABHD5-PLIN5 interaction inhibitors, primary screen, cell lysate, split luciferase complementation, luminescence; 0.78% of 360,000 active; Split G. princeps luciferase complementation, 4 h; inhibition, % at 4 µM; Perilipin-5 (Homo sapiens) + 1-acylglycerol-3-phosphate O-acyltransferase ABHD5 (Homo …; AID 602281, 2012;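 active means inhibition above the mean inhibition across every tested compound plus 3 SD, cut at about 22% in these data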;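 further: 0% = DMSO only wells and the 100% control is not disclosed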
# Target sequence (Q00G26 whole entry, looked up): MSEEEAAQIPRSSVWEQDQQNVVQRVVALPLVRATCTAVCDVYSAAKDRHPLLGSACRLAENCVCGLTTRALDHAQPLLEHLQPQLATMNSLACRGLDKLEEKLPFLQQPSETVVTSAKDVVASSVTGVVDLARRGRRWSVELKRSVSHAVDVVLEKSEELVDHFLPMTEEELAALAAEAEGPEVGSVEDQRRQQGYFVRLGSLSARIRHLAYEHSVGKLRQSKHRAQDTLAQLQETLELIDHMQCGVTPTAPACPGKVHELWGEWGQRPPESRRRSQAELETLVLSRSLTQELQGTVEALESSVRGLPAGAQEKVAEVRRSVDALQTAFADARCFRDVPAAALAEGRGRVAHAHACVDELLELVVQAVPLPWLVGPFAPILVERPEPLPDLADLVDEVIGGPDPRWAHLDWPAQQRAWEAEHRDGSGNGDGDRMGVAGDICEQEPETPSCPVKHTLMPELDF
# Target sequence (Q8WTS1 whole entry, looked up): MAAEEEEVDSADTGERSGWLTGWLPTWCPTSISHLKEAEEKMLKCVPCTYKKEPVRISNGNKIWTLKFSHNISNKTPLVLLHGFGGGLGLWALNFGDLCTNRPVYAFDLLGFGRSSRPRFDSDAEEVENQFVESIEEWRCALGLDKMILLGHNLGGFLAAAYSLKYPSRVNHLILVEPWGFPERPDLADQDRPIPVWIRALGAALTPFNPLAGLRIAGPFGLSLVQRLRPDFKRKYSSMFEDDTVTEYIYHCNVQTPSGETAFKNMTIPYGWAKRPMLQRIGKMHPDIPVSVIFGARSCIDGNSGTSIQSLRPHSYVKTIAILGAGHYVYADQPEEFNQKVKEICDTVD
# HTR2A ag: mouse Htr2a agonists via beta-arrestin recruitment, primary screen, cell-based, luminescence; 0.66% of 360,000 active; AID 624169, 2012; CHO-K1 mHTR2A beta-arrestin complementation; percent of 30 µM serotonin response; activation, % at 7.6 µM;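 active means activation above a run cutoff, the mean activation of all tested compounds plus 3 SD, cut at about 14% in these data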;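 further: 0% = plate median of compound wells and 100% = 30 µM serotonin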
# PDI turbidity: inhibitors of human PDI, primary screen, biochemical, turbidity, single point, plate reader; inhibition, % at 10 µM; PDI insulin aggregation turbidity, A650, 90 min; 0.052% of 350,000 active; Protein disulfide-isomerase (Homo sapiens), P07237;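 active means mean inhibition across replicates of 30% or more, whatever share of single replicates reach that level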;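 further: absorbance from insulin aggregation driven by PDI reduction with DTT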
# MC4R barr agon: MC4R agonists recruiting beta-arrestin, primary screen, cell-based, luminescence, agonist arm of biased-ligand search; Melanocortin receptor 4 (Homo sapiens), P32245; U2OS MC4R beta-arrestin complementation; percent of melanotan II response, DMSO zero; activation, % at 8.9 µM; 0.98% of 360,000 active;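 active means activation above a per-plate cutoff, the mean activation of sample wells on that plate plus 3 SD, cut at about 8% in these data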
# Cardio protect: cardioprotection against H2O2-induced cell death, primary screen, uHTS, H9c2 cells, ATPLite luminescence | H9c2 cardiomyocytes, H2O2 injury protection, 2 h | protection from H2O2 cell death, % at 20 µM | 0.63% of 360,000 active | AID 588492, 2011;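 active means compounds giving at least 50% protection of heart cells from peroxide-induced death in the single-dose screen, raw or plate-pattern-corrected value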;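 further: 0% = DMSO wells with peroxide and 100% = DMSO wells without peroxide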
# ABCB6 inh MLPCN: ABCB6 transporter inhibitors, primary screen, K562-ABCB6 cells, flow cytometry, MLPCN library. ATP-binding cassette sub-family B member 6 (Homo sapiens), Q9NP58. K562-ABCB6 porphyrin accumulation, 1 h; hits give low values. fluorescence ratio to DMSO, % at 10 µM. 0.19% of 360,000 active;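 active means fluorescence ratio to DMSO below 75%, the collection mean minus 3 SD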;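 further: signal is porphyrin accumulated inside mitochondria; 100% equals median channel fluorescence of DMSO control wells; lower ratio means ABCB6 inhibition with less porphyrin fluorescence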
# MC4R antag cAMP: MC4R antagonists of cAMP signaling, primary screen, cell-based, TR-FRET, antagonist arm of biased-ligand search; 0.48% of 360,000 active; inhibition, % at 6.5 µM; MC4R-expressing cells, MTII-stimulated cAMP, LANCE TR-FRET; AID 540295, 2011;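 active means inhibition above its plate's cutoff, the mean of tested wells on that plate plus 3 SD, cut at about 29% in these data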;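 further: 0% = Melanotan II alone and 100% = Melanotan II plus saturating MCL0020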
#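 Material: U2OS-MC4R stable cell line | Reagent: Melanotan II challenge after compound preincubation | Doses: One concentration, 6.5 µM nominal | Incubation: 30-min compound preincubation, 1-h Melanotan II challenge, 1-h detection, room temperature | Signal: TR-FRET cAMP assay | Replicates: One well per compound, no replicates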
# Glyco luc inh: increase of ERlucT glycosylation luciferase signal, primary screen, N-linked glycosylation inhibitor project, D54 ERlucT cells, luminescence, set 2; D54 ERlucT glycosylation luciferase reporter, 24 h; percent of 100 nM tunicamycin response; reporter increase, % at 12.5 µM; 0.23% of 360,000 active; AID 588692, 2011;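 active means mean luciferase reporter signal, scaled so untreated is 0 and the glycosylation-blocking control 100, at or above a set limit in every replicate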;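 further: luciferase carries N-glycosylation sites so blocking glycosylation raises the light; 0% = median of neutral control wells and 100% = median of 100 nM tunicamycin wells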
# CaV13 FRET inh: Primary screen for inhibitors of IQ motif and Ca2+-dependent inactivation inhibitor domain binding in CACNA1D, Förster resonance energy transfer in living cells, …. 0.098% of 340,000 active. HEK cells, CFP/YFP FRET ICDI-IQ, plate reader, 10 min; percent FRET-ratio fall versus neutral wells. inhibition, % at 12.3 µM. AID 743397;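 active means mean replicate inhibition of at least 30% and at least 1% of replicates passing that level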;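 further: 0% = median of the neutral control wells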
# * marks the source's active call; other numbers are inactive results; . = not tested or not shown. An unsorted share of the library; about 4.2% have a hit in one of these screens.
1: CC(C)C[C@H](NC(=O)c1[nH]cnc1C(=O)N[C@@H](C)C(=O)OCc1ccccc1)C(=O)OC(C)(C)C
2: Cn1c(=O)c2c(nc(N3CCOCC3)n2C/C=C/c2ccccc2)n(C)c1=O
3: CC(NCCc1ccc(O)cc1)C(O)c1ccc(O)cc1 (centres undefined)
4: COCCn1c(SCc2ccc(Cl)cc2)nc2c1c(=O)[nH]c(=O)n2C
5: CCCn1c(N)c(N(CCOC)C(=O)c2c(CC)noc2C)c(=O)[nH]c1=O
6: O=C(NCc1ccc(F)cc1)C1CCCN(C(=O)Nc2ccccc2)C1 (centres undefined)
7: COC(=O)c1ccc(/C=N\N2CCN(c3ccccc3)CC2)cc1
8: CCOC(=O)c1cnn2c(N)c(C#N)nnc12
Screen / compound no.	1	2	3	4	5	6	7	8
Granule exo inh	-6	7	1	10	1	2	25	0
ABHD5 PLIN5 PPI	-2	7	-11	5	6	-8	-8	4
HTR2A ag	7	0	-5	-6	5	-1	4	1
PDI turbidity	-2	7	3	11	2	1	-4	-15
MC4R barr agon	0.2	-2.1	-0.6	-1.3	-2.6	-2.9	-0.5	-1.9
Cardio protect	2	2	13	2	3	3	-10	2
ABCB6 inh MLPCN	104	98	104	95	94	88	94	101
MC4R antag cAMP	13	6	9	-7	16	0	8	5
Glyco luc inh	-5	-1	-1	1	0	1	0	1
CaV13 FRET inh	-8	-17	-5	-5	-4	-3	-19	.

9: COC/C=C/C1=CC2=CC(=O)C(C)(OC(=O)c3cnc4ccccc4n3)C(=O)C2=CN1CCOC (centres undefined)
10: CCOC(=O)N1CCN(c2c(NCCc3ccccc3)c(=O)c2=O)CC1
11: O=C(CC1OC(=O)c2ccccc21)Nc1cccc(S(=O)(=O)N2CCCCCC2)c1 (centres undefined)
12: CCCn1c2ccccc2c2nnc(SCC(=O)Nc3cc(C)on3)nc21
13: COc1cc2c(cc1OC)C(c1cccs1)N(C(=O)c1ccc(S(=O)(=O)N(C)C)cc1)CC2 (centres undefined)
14: CC1(C)Cc2c(C#N)c(OCC(=O)c3ccccc3)nc(-c3ccoc3)c2CO1
15: COCCCNC(=S)N1CCCN(c2nc3cc(C)c(C)cc3cc2C#N)CC1
16: Cc1cc(C2C(=O)c3ccccc3C2=O)c(C)c(C)c1C
Screen / compound no.	9	10	11	12	13	14	15	16
Granule exo inh	4	-2	0	2	1	2	-3	5
ABHD5 PLIN5 PPI	-6	-1	-6	1	1	7	-7	-4
HTR2A ag	4	3	-1	6	4	1	-4	2
PDI turbidity	-1	-4	-6	18	4	2	9	-9
MC4R barr agon	-0.8	-1.1	-1.3	0.5	0.0	-1.4	0.5	-3.8
Cardio protect	0	24	0	6	9	-6	-15	0
ABCB6 inh MLPCN	104	97	94	166	99	103	114	99
MC4R antag cAMP	-5	-1	3	-23	-3	1	20	4
Glyco luc inh	-1	1	0	-1	3	2	1	0
CaV13 FRET inh	-11	-8	.	.	-7	-5	.	-20

17: O=S1(=O)CCN(Cc2ccccc2C(F)(F)F)CC1
18: COc1ccc(-c2nc3cc(NC(=S)NC(=O)Cc4ccccc4)ccc3o2)cc1
19: CCSc1nnc(NC(=O)c2ccc(Br)s2)s1
20: O=C1COc2ccc(C(=O)COC(=O)Cc3ccc(Cl)cc3)cc2N1
21: COCCCNC(=O)c1cc(S(=O)(=O)N2CCC3(CC2)OCCO3)ccc1F
22: NNC(=O)c1ccc(CSc2n[nH]c(=O)[nH]c2=O)cc1
23: CCN1CCCC1CNC(=O)C(=O)NC(C)C (centres undefined)
24: COc1cccc(C2C(C(=O)Nc3nc4ccccc4s3)=C(C)NC3=C2C(=O)CC(C)(C)C3)c1OC (centres undefined)
Screen / compound no.	17	18	19	20	21	22	23	24
Granule exo inh	0	-5	5	-7	-1	0	2	33
ABHD5 PLIN5 PPI	-1	-7	-2	6	-5	0	9	0
HTR2A ag	7	-2	5	1	-1	6	-3	-2
PDI turbidity	-1	6	-6	-2	-4	4	-2	-3
MC4R barr agon	-0.9	-1.1	-0.1	-0.1	1.8	-1.4	0.5	6.8
Cardio protect	0	-9	-9	-1	0	0	2	-14
ABCB6 inh MLPCN	100	105	97	97	94	94	79	93
MC4R antag cAMP	7	1	-3	17	16	6	-1	6
Glyco luc inh	0	-3	4	1	0	3	0	-1
CaV13 FRET inh	-5	-4	-7	-2	-7	-3	.	-2

25: CCCCN(CC)Cc1ccc(CNC(=S)Nc2ccc(C)cc2Cl)o1
26: COc1ccc(C(C(=O)NCC2CCCO2)N(C(=O)Cn2nnc3ccccc32)c2ccc(NC(C)=O)cc2)cc1OC (centres undefined)
27: CC(=O)Nc1ccc(C=NNc2ccc([N+](=O)[O-])cn2)cc1
28: CCN(Cc1ccc2c(c1)OCCO2)S(=O)(=O)c1ccc(NC(C)=O)cc1
29: COc1ccc(CNC(=O)Cn2nnc3ccccc3c2=O)cc1
30: CC1CCCCN1C(=O)c1cc2c(=O)n3ccccc3nc2s1 (centres undefined)
31: COc1ccccc1CNC(=O)CN(C)CC(=O)Nc1cccc(F)c1
32: CCn1c(COc2ccc(Cl)cc2)nnc1SC1CCc2ccccc2C1=O (centres undefined)
Screen / compound no.	25	26	27	28	29	30	31	32
Granule exo inh	11	-6	0	-8	-5	-5	-4	-2
ABHD5 PLIN5 PPI	-8	9	-3	9	0	5	-8	-18
HTR2A ag	-7	-2	0	3	1	-5	-6	-3
PDI turbidity	-3	-10	-1	-13	2	-3	4	6
MC4R barr agon	-0.8	-1.6	-3.1	2.5	-2.2	-1.5	-1.7	1.5
Cardio protect	-9	3	24	-9	-4	3	0	-6
ABCB6 inh MLPCN	96	101	97	97	102	114	96	80
MC4R antag cAMP	15	3	1	1	4	7	3	5
Glyco luc inh	-4	3	1	-1	-1	1	0	-4
CaV13 FRET inh	9	-7	-16	-5	-6	-4	-3	-3

33: CN(Cc1cccs1)c1ncnc2sccc12
34: CCOC(=O)NN1C(=O)c2ccccc2NC1c1ccccn1 (centres undefined)
35: CC(NC(=O)c1cc(-c2ccc3c(c2)OCO3)nc2ccccc12)C(C)(C)C (centres undefined)
36: CC(SC1CCCC1)C(=O)Nc1ccnn1C(C)C (centres undefined)
37: Cc1cc([N+](=O)[O-])nn1CC(=O)NCCc1c[nH]c2ccccc12
38: CC1=C(C(=O)N2CCOCC2)CC(CC(=O)NC2CC2)C(=O)N1Cc1ccc(F)cc1 (centres undefined)
39: CN(CC(=O)Nc1cccc(F)c1)C(=O)CN1C(=O)C2CC=CCC2C1=O (centres undefined)
40: O=C(OCC(=O)N1CCCCCC1)c1ccc(Cl)c(S(=O)(=O)N2CCCC2)c1
Screen / compound no.	33	34	35	36	37	38	39	40
Granule exo inh	-1	-3	0	-1	-1	0	-2	-1
ABHD5 PLIN5 PPI	2	2	-4	0	0	2	1	-1
HTR2A ag	0	3	-2	0	3	5	12	-3
PDI turbidity	0	3	-1	4	0	.	-6	-2
MC4R barr agon	-1.1	-2.2	7.4	-1.9	-0.2	.	-3.1	-2.4
Cardio protect	-25	-1	8	1	15	0	-4	-14
ABCB6 inh MLPCN	84	100	98	101	86	337	105	95
MC4R antag cAMP	-1	5	14	1	-8	.	2	2
Glyco luc inh	-4	2	2	1	0	4	1	1
CaV13 FRET inh	-4	-4	-5	-5	-4	-3	-5	-5

41: O=C(CSc1ccccc1)NCCCc1ccccc1
42: COc1cc(CCC(=O)N2CCN(c3ncccn3)CC2)cc(OC)c1OC
43: O=C1NC[C@@H](Cc2cccc3ccccc23)N(CCc2cccc(F)c2)C1=O
44: OCCNc1nc2nonc2nc1NCCO
45: Cc1cc(C)n2c(nc3ccccc32)c1C(=O)NN
46: Cc1c(NC(=O)CSc2nnc(-c3ccncc3)n2C)c(=O)n(-c2ccccc2)n1C
47: O=C(O)CCC(=O)OCc1c(-c2ccccc2)ncc2ccccc12
48: O=C(NC12CC3CC(CC(C3)C1)C2)c1cccc(OC(F)F)c1
Screen / compound no.	41	42	43	44	45	46	47	48
Granule exo inh	-6	-1	0	1	0	-9	-3	-5
ABHD5 PLIN5 PPI	-6	-5	6	-9	-6	-2	1	4
HTR2A ag	-6	-1	1	-1	1	3	1	-2
PDI turbidity	-5	3	.	1	-1	-2	4	0
MC4R barr agon	-2.3	-1.8	.	0.0	1.2	-3.3	-0.5	1.8
Cardio protect	1	1	.	5	5	10	-1	-8
ABCB6 inh MLPCN	100	90	97	106	98	83	89	96
MC4R antag cAMP	-6	3	.	2	9	-4	1	5
Glyco luc inh	2	0	.	2	0	5	3	0
CaV13 FRET inh	-6	5	-10	-18	-19	-10	-4	-3

49: O=C(N/N=C/c1ccccc1Br)C1CC1
50: COc1cccc(NC(=O)COC(=O)CCOc2ccccc2OC)c1
51: Cc1nn2c(SCC(=O)c3cccs3)cc(C(C)(C)C)nc2c1-c1ccccc1
52: CC(Sc1nnc(COc2ccc([N+](=O)[O-])cc2)n1C)C(=O)O (centres undefined)
Screen / compound no.	49	50	51	52
Granule exo inh	0	0	0	3
ABHD5 PLIN5 PPI	-2	1	1	3
HTR2A ag	6	-1	10	-2
PDI turbidity	-3	1	3	11
MC4R barr agon	-1.6	-0.9	1.3	-0.6
Cardio protect	-3	0	4	2
ABCB6 inh MLPCN	95	94	91	96
MC4R antag cAMP	4	3	-4	-2
Glyco luc inh	2	4	-8	1
CaV13 FRET inh	3	-2	-3	.

# Full records, looked up by structure. Order of values: Granule exo inh	ABHD5 PLIN5 PPI	HTR2A ag	PDI turbidity	MC4R barr agon	Cardio protect	ABCB6 inh MLPCN	MC4R antag cAMP	Glyco luc inh	CaV13 FRET inh
# COc1cccc(NC(=O)COC(=O)CCOc2ccccc2OC)c1 reads 0	1	-1	1	-0.9	0	94	3	4	-2
# O=C(N/N=C/c1ccccc1Br)C1CC1 reads 0	-2	6	-3	-1.6	-3	95	4	2	3

# In a second layout: 2 of the compounds above
[50] COc1cccc(NC(=O)COC(=O)CCOc2ccccc2OC)c1
  Granule exo inh: 0	ABHD5 PLIN5 PPI: 1	HTR2A ag: -1	PDI turbidity: 1	MC4R barr agon: -0.9	Cardio protect: 0	ABCB6 inh MLPCN: 94	MC4R antag cAMP: 3	Glyco luc inh: 4	CaV13 FRET inh: -2
[51] Cc1nn2c(SCC(=O)c3cccs3)cc(C(C)(C)C)nc2c1-c1ccccc1
  Granule exo inh: 0	ABHD5 PLIN5 PPI: 1	HTR2A ag: 10	PDI turbidity: 3	MC4R barr agon: 1.3	Cardio protect: 4	ABCB6 inh MLPCN: 91	MC4R antag cAMP: -4	Glyco luc inh: -8	CaV13 FRET inh: -3
